Compound activity from PubChem.
KDM5B inhibitor: Primary screen for KDM5B Histone Demethylases FDH-coupled qHTS | Lysine-specific demethylase 5B (Homo sapiens), Q9UGL1 | KDM5B demethylase, FDH-coupled NADH fluorescence (FDH is formaldehyde dehydrogenase) | actives 2.6% (n = 220,000) | AID 1347165, 2019 | Potency, µM (doses to about 57.7 µM), without a hit: at the highest dose activity change, negative = inhibition, usual class: inhibitors; active means well fitted inhibition curve with a large enough effect; inconclusive means small, poorly fitted or top-dose-only effect; inactive means no such curve, though single readings can be large or run the other way; further: 0% is about no effect; nearly all actives have a fitted effect of over 70% in size
Target sequence (Q9UGL1 whole entry, looked up): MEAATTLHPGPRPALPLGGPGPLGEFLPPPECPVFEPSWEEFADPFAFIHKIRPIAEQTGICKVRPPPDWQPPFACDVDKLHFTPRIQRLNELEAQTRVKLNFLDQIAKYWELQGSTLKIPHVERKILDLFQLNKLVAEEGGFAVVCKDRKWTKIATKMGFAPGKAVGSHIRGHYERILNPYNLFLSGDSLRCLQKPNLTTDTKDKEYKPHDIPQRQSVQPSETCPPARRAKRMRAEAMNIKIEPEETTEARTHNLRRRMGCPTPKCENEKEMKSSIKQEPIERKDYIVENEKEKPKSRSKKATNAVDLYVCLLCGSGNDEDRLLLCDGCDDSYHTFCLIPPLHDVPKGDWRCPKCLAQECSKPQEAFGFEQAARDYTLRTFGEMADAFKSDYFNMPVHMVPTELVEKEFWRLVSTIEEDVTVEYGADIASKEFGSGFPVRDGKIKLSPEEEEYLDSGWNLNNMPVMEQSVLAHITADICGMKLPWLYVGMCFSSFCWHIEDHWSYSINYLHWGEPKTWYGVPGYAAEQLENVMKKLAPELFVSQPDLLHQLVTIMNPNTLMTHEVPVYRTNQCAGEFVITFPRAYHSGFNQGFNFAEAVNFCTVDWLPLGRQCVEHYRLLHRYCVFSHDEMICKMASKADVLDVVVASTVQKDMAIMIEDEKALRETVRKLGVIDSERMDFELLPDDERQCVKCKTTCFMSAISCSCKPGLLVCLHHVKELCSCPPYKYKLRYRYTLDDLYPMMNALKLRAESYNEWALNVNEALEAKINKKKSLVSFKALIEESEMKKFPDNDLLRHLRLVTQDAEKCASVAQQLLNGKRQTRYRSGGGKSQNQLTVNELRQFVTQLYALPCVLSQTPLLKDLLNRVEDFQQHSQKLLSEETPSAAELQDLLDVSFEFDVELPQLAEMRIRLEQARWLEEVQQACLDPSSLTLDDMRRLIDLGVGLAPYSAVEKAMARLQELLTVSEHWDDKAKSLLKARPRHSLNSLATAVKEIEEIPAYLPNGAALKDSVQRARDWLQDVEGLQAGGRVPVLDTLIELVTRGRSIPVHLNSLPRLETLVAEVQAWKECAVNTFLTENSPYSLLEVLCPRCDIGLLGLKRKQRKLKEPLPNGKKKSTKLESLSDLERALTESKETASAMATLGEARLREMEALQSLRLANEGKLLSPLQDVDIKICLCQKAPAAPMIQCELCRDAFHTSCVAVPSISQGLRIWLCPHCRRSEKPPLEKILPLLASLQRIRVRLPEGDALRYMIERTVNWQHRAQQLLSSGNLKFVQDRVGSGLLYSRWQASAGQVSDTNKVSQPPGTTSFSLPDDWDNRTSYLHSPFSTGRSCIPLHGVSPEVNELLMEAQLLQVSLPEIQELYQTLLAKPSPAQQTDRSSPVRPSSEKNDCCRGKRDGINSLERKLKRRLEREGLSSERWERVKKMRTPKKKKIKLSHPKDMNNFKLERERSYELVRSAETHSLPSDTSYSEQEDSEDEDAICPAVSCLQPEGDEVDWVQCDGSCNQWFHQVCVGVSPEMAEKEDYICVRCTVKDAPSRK
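Measured: NADH fluorescence change, 30 min, RT. System: KDM5BΔAP 200 nM final, H3K4me3 peptide, α-KG, Fe(II), ascorbate, NAD⁺ plus FDH, pH 7.5 HEPES. Compounds: titrated, 10 min pre-incubation with enzyme.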
* = called active by the depositor; ? = inconclusive; [ ] = another dose, or the depositor's remark. Potency means the concentration at half of the fitted maximal effect.

SMILES	KDM5B inhibitor
O=C(Nc1cccc(O)c1)c1cc(=O)[nH]c2ccccc12	1%
COc1ccc(C2Cn3cnc(C(=O)N4CCC(C(=O)NC5CCC(C)CC5)CC4)c3CO2)cc1 (centres undefined)	-8%
CCC(C)Nc1nc(-c2ccc3c(c2)NC(=O)CO3)cs1 (centres undefined)	6%
O=C1CCN(C(=O)[C@@H]2CCCN2)CCCCCCN1	?
NC(=O)[C@@H](Cc1ccccc1)NC(=O)[C@@]1(O)C[C@@H](O)[C@H](O)[C@@H](NS(=O)(=O)c2cccc(C(F)(F)F)c2)C1	?
O=C(Nc1ccc(CN2CCOC2=O)cc1)N1CCCC1	15%
COc1ccc(Br)cc1/C=C/C(=O)OC1CCCCC1=O (centres undefined)	-16%
O=C(CSc1oc(-c2ccco2)nc1S(=O)(=O)c1ccccc1)c1ccc(Cl)cc1	-26%
CCOc1ccc(/C=C(\C#N)C(=O)NC2CC2)c(OCC)c1	-5%
COc1ccc(CCN=c2c([N+](=O)[O-])nn(-c3cccc(C)c3)n2O)cc1OC	12%
CCc1cc(NCCS(=O)(=O)CC)n2nccc2n1	?
CCN(CC)C(=O)c1sc2c(c1C)c(=O)n(-c1ccc(Cl)c(Cl)c1)c(=O)n2Cc1cc(=O)n2ccccc2n1	-15%
Cc1nc2cc(NC(C)C(=O)Nc3ccc(OC(F)(F)F)cc3)ccc2o1 (centres undefined)	?
Cc1ccc(CSc2nnc([C@@H](N)C(C)C)o2)cc1	-26%
COc1ccc(CCNC(=O)Cc2c(C)c3ccc(O)c(C)c3oc2=O)cc1	?
CC(C)(C)c1cnc(CN2CCCC2c2ccc[nH]2)o1 (centres undefined)	-25%
COCCn1cnc2c1c(=O)n(CC(=O)OCc1ccccc1F)c(=O)n2Cc1ccccc1	-8%
CC(C)c1nc2c(c(-c3ccc(O)cc3)n1)CCN(Cc1cccnc1)CC2	0%
Cc1ccc(-c2nc(CNC(=O)[C@@H]3CCCN3)[nH]c2-c2ccccn2)cc1	-23%
CCCc1cc(N2CCC(NCCOC(C)C)CC2)nc(C)n1	-9%
COCC(=O)n1nc(NCc2ccc(Cl)cc2Cl)nc1NCc1ccc(Cl)cc1Cl	?
COc1ccc(CCn2c(=O)c3ccccc3n(CC(=O)Nc3cccc(C)c3)c2=O)cc1OC	-22%
O=C(NCCc1ccccc1)c1ccc2c(c1)N(Cc1ccc(Cl)cc1)C(=O)c1ccccc1S2(=O)=O	?
COc1cccc(CCC(=O)N2C[C@@H](Oc3ccccc3)C[C@@H]2C(=O)N2CCOCC2)c1	24%
Cc1ccc(NC(=S)NCCCO)cc1	-8%
SMILES	KDM5B inhibitor
Cc1ccc(Sc2cccc(Cl)n2)cc1	9%
CCCCn1cc(S(=O)(=O)c2ccccc2)c(=O)c2cc(CC)ccc21	15%
Cc1cccc(NC(=O)c2ccccc2SCc2ccc(F)cc2)n1	11%
CCOc1ccc(NC(=O)CSc2nc(=O)[nH]c3c2CCC3)cc1	-15%
Cc1ccccc1[C@H]1[C@@H](C(=O)NC(CO)CO)C[C@@](C)(C(=O)O)N1C	-16%
CSCC[C@H](NC(=O)Nc1ccc(OC(F)(F)F)cc1)C(=O)O	26%
CN(CCCN1CCOCC1)c1cc(C2CC(N)C2)ncn1 (centres undefined)	-27%
CC(C)C(=O)Nc1ccc(Cl)c(C(N)=O)c1	7%
COc1cccc(-n2c(=O)c3c(C)c(C(=O)N(C)C)sc3n(CC(=O)NCCc3ccc(OC)c(OC)c3)c2=O)c1	-9%
COCC1CN(C)CC12CCN(S(=O)(=O)Cc1ccc(F)cc1)CC2 (centres undefined)	-23%
O=C(O)c1ccc(CN2C[C@H](O)C[C@H]2c2nc(-c3ccncc3)no2)cc1	-3%[86.2 µM]
Cc1ccc(N2C(=O)CSC23C(=O)N(CC(=O)NC2CCCCC2)c2ccccc23)cc1C (centres undefined)	-4%
CC(C)(CC(=O)O)CC(=O)N1Cc2[nH]cnc2C[C@H]1c1nc(Cc2ccccc2)no1	?
O=C(c1ccc(C(F)(F)F)cc1)N1CCC2(CC1)CC(=O)N(c1ccccc1)c1ccccc1O2	-1%
COc1ccc(-c2nc(CSc3nnc(C)n4c3cc3oc(C)cc34)c(C)o2)cc1OC	-4%
CCNC(=O)Nc1ccc(C(C(=O)O)N2CCOCC2)cc1OC (centres undefined)	16%
Cc1ccc(Sc2nc3c(c(=O)[nH]c(=O)n3C)n2CCc2ccccc2)cc1	4%
CS(=O)(=O)Nc1ccc(C2=NN(C(=O)c3ccco3)C(c3ccc4nccnc4c3)C2)cc1 (centres undefined)	-27%
COc1ccc(-c2cc3ccc(O)c(CN4CCC(C)CC4)c3oc2=O)cc1	?
O=C1NC2(CCN(C(=O)c3ccc(C(F)(F)F)cc3)CC2)COc2ccccc21	11%
COc1ccc2cc(-c3nc(-c4ccc(N(C)C)cc4)no3)c(=O)oc2c1	-27%
O=C1NCCOCCN(S(=O)(=O)c2cccnc2)[C@H]2CCC[C@@H]12	-15%
CCOC(=O)c1cn[nH]c1C(F)(F)F	37%
c1cc(-c2cc(-c3ccc4cn[nH]c4c3)cn3cncc23)ccn1	-11%[86.2 µM]
CCn1cc(C(=O)CSc2nnc(C)s2)c2ccccc21	7%

4 entries drawn at random from those above:
SMILES	KDM5B inhibitor
O=C(Nc1ccc(CN2CCOC2=O)cc1)N1CCCC1	15%
COc1ccc(-c2cc3ccc(O)c(CN4CCC(C)CC4)c3oc2=O)cc1	?
COc1ccc(-c2nc(CSc3nnc(C)n4c3cc3oc(C)cc34)c(C)o2)cc1OC	-4%
O=C1CCN(C(=O)[C@@H]2CCCN2)CCCCCCN1	?

Back to the main list, repeating the 5 entries before the break.
SMILES	KDM5B inhibitor
COc1ccc2cc(-c3nc(-c4ccc(N(C)C)cc4)no3)c(=O)oc2c1	-27%
O=C1NCCOCCN(S(=O)(=O)c2cccnc2)[C@H]2CCC[C@@H]12	-15%
CCOC(=O)c1cn[nH]c1C(F)(F)F	37%
c1cc(-c2cc(-c3ccc4cn[nH]c4c3)cn3cncc23)ccn1	-11%[86.2 µM]
CCn1cc(C(=O)CSc2nnc(C)s2)c2ccccc21	7%
COCc1nc(C2CC(NC(=O)c3cc(-c4ccsc4)n[nH]3)C2)cc(=O)[nH]1 (centres undefined)	-11%
COc1cccc(CNC(=O)c2cc(C)nc3c2c(C)nn3-c2cccc(F)c2)c1	?
Cc1ccc2oc(-c3ccc(Cl)cc3)cc(=O)c2c1	10%
COc1cc(CNC(C)C)ccc1OCC(O)CN1CCSCC1 (centres undefined)	6%
O=C(Nc1ccc2c(c1)CCCN2C(=O)c1cccs1)c1ccccc1Cl	-54%
O=C(NC1CCN(C(=O)N2CC3CC(C2)[C@H]2CCCC(=O)N2C3)CC1)c1ccoc1 (some centres undefined)	7%
CCOCCC(=O)N1CCCC(c2cc(N3CCOCC3)nc(C)n2)C1 (centres undefined)	10%
CCCN1CCN(C(=O)Cn2c(-c3cccs3)cc3cc(F)ccc32)CC1	?
Cn1nnnc1SCCNCc1ccccc1OCc1ccccc1F	-28%
CCNC(=O)N1C[C@@H](Oc2cccnc2)C[C@H]1C(=O)N1CCCC1	-4%
O=C(NCCCc1ccccc1)c1cc(=O)[nH]c2ccccc12	?
O=C(Nc1ccc(Cc2ccc(NC(=O)C(F)(F)F)c(Cl)c2)cc1Cl)C(F)(F)F	-14%
CCc1ccc(C2C(C(=O)Nc3ccccc3)=C(C)Nc3nc(SCC(=O)c4ccc(C)cc4)nn32)cc1 (centres undefined)	-8%
Cn1cc(-c2ccc(Cl)cc2)cc1C(=O)O	-14%
O=C(Nc1cccc(F)c1)c1ccc2snnc2c1	-12%
CCOc1ccc(N2CC(c3nc4ccccc4n3CCOc3ccccc3)CC2=O)cc1 (centres undefined)	14%
O=c1oc2ccccc2cc1-c1nnc(Nc2ccc(Cl)cc2Cl)s1	-25%
O=C(COc1ccc2c(=O)c(Oc3ccc(-c4ccccc4)cc3)coc2c1)NCc1ccccc1	-6%
CCc1nc2ccc(C(=O)NCc3ccc(OC)c(OC)c3)cc2nc1CC	-7%
O=S(=O)(Nc1ccc2ccccc2n1)c1ccc2c(c1)CCO2	-27%
O=C(NCc1ccc(Cl)cc1)c1cc(-c2ccc(F)cc2)on1	4%
Cc1ccc(NC(=O)C2CN(S(=O)(=O)C3CC3)CC23CCCCC3)c(F)c1 (centres undefined)	-7%
O=C(Cc1c(F)cccc1Cl)N1C[C@@H](CO)[C@H](c2ccccn2)C1	1%
CNC(=O)[C@@H]1C[C@@H](n2cc(CN(C)C(=O)Nc3ccccc3)nn2)CN1	?
CCN1CCN(C(=O)C2N(c3ccc(OC)cc3)C(=O)C23CCCCC3)CC1 (centres undefined)	14%

Rewritten in CSV form: two of the compounds above.
SMILES,KDM5B inhibitor
O=c1oc2ccccc2cc1-c1nnc(Nc2ccc(Cl)cc2Cl)s1,-25%
O=C(COc1ccc2c(=O)c(Oc3ccc(-c4ccccc4)cc3)coc2c1)NCc1ccccc1,-6%

(cont.)
SMILES	KDM5B inhibitor
O=C(c1nn(Cc2ccccc2)c(=O)c2ccccc12)N(Cc1ccccc1)C1CC1	-7%
CC(=O)Nc1nc2c(C)cc(NS(=O)(=O)c3ccc(F)cc3)cc2s1	-30%
COc1ccc(NC(=O)Cn2c(=O)c(CNc3ccccc3)cc3cc(OC)c(OC)cc32)cc1	15%
Cc1cc(-c2nnc(CN3CCN(c4cnn(-c5ccccc5)c(=O)c4Cl)CC3)o2)c(C)o1	?
O=C(CN1CCN(S(=O)(=O)Cc2ccccc2)CC1)Nc1cccc(Cl)c1	4%
COc1ccc(C)cc1NC(=O)Cn1nc2c(cc1=O)CCCCC2	24%
Cc1ccc(NCc2ccccc2C#N)c(F)c1	-11%
O=C(N/N=C/c1cccc(O)c1)c1ccccc1O	?
Clc1ccccc1CNc1nc2ccccc2c2nc(-c3cccnc3)nn12	?
O=C(Nc1ccc(O)cc1)c1cccc(S(=O)(=O)N2CCOCC2)c1	?
COC(=O)[C@H](CC(C)C)NC(=O)Nc1ccc(F)cc1	3%
O=C(NCCc1cccs1)C1CC=CCC1 (centres undefined)	2%
O=C(C1CCC1)N1CCC(N2C(=O)C(O)C23CCCCC3)CC1 (centres undefined)	15%
Cc1ccccc1NC(=O)COC(=O)c1nn(-c2ccccc2)c(=O)c2ccccc12	6%
CC1CCCCC1NC(=O)c1ccc2ccccc2n1 (centres undefined)	39%[activator]
NC(=O)/C(=C\c1ccccc1)NC(=O)c1ccc(NC(=O)c2ccccc2)cc1	-18%
Cc1noc(C)c1C(=O)N1CCC(c2nnc(CN(C)C)n2C)CC1	7%
O=C(Nc1ncc(-c2ccccc2)c2c1OCC2)c1ccccc1	12%[86.2 µM]
CC(C)CC1(C)OCC(CN2CCCCC2)O1 (centres undefined)	9%
CCCCCCn1nc(C(=O)Nc2ccc(OC)c(NC(C)=O)c2)c2ccccc2c1=O	-19%
CCC(Sc1nncn1CCOC)C(=O)c1ccc(OC)cc1 (centres undefined)	11%
CC1CCC(NC(=O)c2ccc3c(c2)N(Cc2cccc(Cl)c2)C(=O)c2ccccc2S3(=O)=O)CC1 (centres undefined)	-37%
CCN1CCN(CCCNC(=O)c2ccc3nc(Cc4ccc(OC)cc4)oc3c2)CC1	-17%
COC(=O)c1ccc2nc(C[C@@H]3C[C@@H](C(C)C)[C@H](CNC(=O)C(C)C)C=C3C)[nH]c2c1	?
COc1ccc(N2CC(C(=O)N3CCSCC3)CC2=O)cc1Cl (centres undefined)	-6%

Taken from above:
Result for O=C(C1CCC1)N1CCC(N2C(=O)C(O)C23CCCCC3)CC1 (centres undefined) in KDM5B inhibitor: 15%
Result for CC(=O)Nc1nc2c(C)cc(NS(=O)(=O)c3ccc(F)cc3)cc2s1 in KDM5B inhibitor: -30%
Result for COc1ccc(NC(=O)Cn2c(=O)c(CNc3ccccc3)cc3cc(OC)c(OC)cc32)cc1 in KDM5B inhibitor: 15%
Result for Cc1noc(C)c1C(=O)N1CCC(c2nnc(CN(C)C)n2C)CC1 in KDM5B inhibitor: 7%

(listing goes on)
SMILES	KDM5B inhibitor
O=C(NCCC12CC3CC(CC(C3)C1)C2)c1ccc(Cl)cc1	5%
CC(C)CC(=O)Nc1ccc(-c2nc3cc(Cl)ccc3o2)cc1	-7%
CC(C)(C#N)C(=O)NCc1ccc(OCC(F)(F)F)cc1	4%
COc1ccc(Nc2cnc3ccc(-c4ccccc4OC)nn23)cc1	-22%[86.2 µM]
CCCCCn1nc(C(=O)Nc2cc(S(=O)(=O)N(C)C)ccc2OC)c2ccccc2c1=O	-1%
OC(COCc1ccc(Cl)cc1)Cn1nnc(-c2cccc(Cl)c2)n1 (centres undefined)	3%
CC1=NS(=O)(=O)N(Cc2ccccc2)C=C1C(=O)OCc1noc(C)n1	2%
Cc1ccc2c(c1)N(CCCC(=O)N1CCc3c(nc4cc(-c5ccccc5)[nH]n4c3=O)C1)C(=O)CO2	?
O=C(NCc1cccc(F)c1)c1nc2c(o1)CCN(Cc1cc(F)ccc1F)CC2	32µM*
CCCC(=O)NC1CCN(c2cnn(C)c(=O)c2)CC1	8%
CC(OC(=O)c1cc(=O)[nH]c2ccccc12)C(=O)Nc1ccc(Cl)cn1 (centres undefined)	?
COc1cccc2cc(C(=O)NCCOc3ccccc3F)c(=O)oc12	8%
Cc1oc(-c2ccccc2)nc1CC(=O)NCC(C)(C)N1CCOCC1	7%
CCOc1ccc(CCNC(=O)Cn2ncc3c([nH]c4ccccc43)c2=O)cc1OCC	-12%
CN(Cc1ccc(F)cc1)c1ccc2ncc(Nc3ccnc(N4CCOCC4)c3)n2n1	28µM*
O=C(Nc1ccccc1)O[C@@H]1CO[C@H]2[C@@H]1OC[C@@H]2NC(=O)C1CCC1	4%[86.2 µM]
Cc1ccc2c(c1)-c1c(c(C(=O)NCc3ccc(F)cc3)nn1C)CS2	-24%
Cc1nn(-c2ccccc2)c2nc(C3CC3)cc(C(=O)Nc3cccc(F)c3)c12	?

Only part of the results is shown; count on the stated rates, not on these rows.
